RNase H inhibition = RNase H inhibition, HIV 1 Gag Pol polyprotein, FRET biochemical assay, screening (AID 372); HIV-1 RT RNase H, FRET RNA/DNA substrate fluorescence; higher % means a stronger effect; inhibition, % at 10 µM; hits with a dose series show IC50 in µM; actives 0.77% (n = 100,000); in the data active = inhibition above about 50%
* = called active by the depositor. Some of the compounds tested (hit frequency here may not be typical).

molecule	RNase H inhibition
O=C(NCC1(c2ccccc2)CCCC1)C(c1ccccc1)c1ccccc1	13.0%
Cc1cccc(C)c1OCCCCN1CCCC1	4.0%
COc1ccc(OC)c(CN2CCC(C(=O)N3CCN(c4ccccc4)CC3)CC2)c1	13.0%
Cc1nn(-c2cccc(C(=O)O)c2)c(C)c1-c1cccc([N+](=O)[O-])c1	7.0%
O=C(Nc1cccc2c1C(=O)c1ccccc1C2=O)c1ccc(S(=O)(=O)N2CCCCC2)cc1	4.0%
CC(C)C(=O)NC(NC(=S)Nc1ccc(Cl)cc1Cl)C(Cl)(Cl)Cl (stereo unspecified)	5.0%
CC(c1ccco1)N(C(=O)c1ccc([N+](=O)[O-])cc1)c1ccccn1 (stereo unspecified)	3.0%
Cc1cc(N/C=C/C(=O)c2ccc(Cl)cc2)ccc1Br	20.0%
O=C(NC(CO)C(O)c1ccc([N+](=O)[O-])cc1)c1ccc2ccccc2n1 (stereo unspecified)	12.0%
O=C1OC(c2ccc(Br)cc2)=C/C1=C\c1ccc(-c2ccc([N+](=O)[O-])cc2Cl)o1	12.0%
COc1cc(C=C2C(=O)N(C)C(=S)N(C)C2=O)ccc1OCc1ccc(C)cc1	24.0%
CC(=O)Nc1ccccc1NC(=O)COc1cccc(C)c1	14.0%
Cc1ccc(CN2CCN(N=Cc3ccc(Br)cc3)CC2)c(C)c1	8.0%
CC1(C)CC(=O)CC(=Nc2ccccc2N)C1	9.0%
Nc1nc(N2CCCCC2)ncc1F	2.0%
COc1ccccc1N1CCN(C(=O)CCCC(=O)O)CC1	0.0%
COc1cc(/C=C2\C=C(c3ccc(Cl)cc3)OC2=O)cc(Br)c1OC	4.0%
Cc1ccc(-c2nc(-c3ccc(F)cc3)no2)cc1	8.0%
COC(=O)C1=C(C)N(C)C(C)=C(C(=O)OC)C1c1ccc(SC)cc1	14.0%
Cc1cc(=O)[nH]c(N/N=C/c2ccc(O)cc2)n1	2.0%
COc1cccc(OCCOc2ccccc2/C=C2/SC(=S)NC2=O)c1	22.0%
N#CC(C(=O)O)=C1C2CC3CC(C2)CC1C3	6.0%
Cc1ccc(/C=N/NC(=O)c2ccc(Cl)c(Cl)c2)cc1	3.0%
Cc1ccc(/C=C2\SC(=S)N(CCCC(=O)Nc3ccc(C)c(C)c3)C2=O)cc1	8.0%
CCOc1ccccc1/C=C1\C(=O)N(CCOC)C(C)=C1C(=O)OC	16.0%
Cc1oc(/N=C/c2ccccc2)c(C#N)c1C	0.0%
CC(C)(C)C(=O)Nc1ccc(C(=O)Nc2ccc(C(=O)O)cc2)cc1	8.0%
Cc1ccc(OCC(=O)NCCCN2CCOCC2)c(Br)c1	15.0%
CCn1c(SCC(=O)c2ccc(Cl)cc2)nc2ccccc2c1=O	12.0%
CCn1c2ccccc2c2cc(C=Nc3ccccc3C(=O)Nc3ccccc3)ccc21	4.0%

Among those listed so far, these contain bromine:
molecule	RNase H inhibition
Cc1cc(N/C=C/C(=O)c2ccc(Cl)cc2)ccc1Br	20.0%
O=C1OC(c2ccc(Br)cc2)=C/C1=C\c1ccc(-c2ccc([N+](=O)[O-])cc2Cl)o1	12.0%
Cc1ccc(CN2CCN(N=Cc3ccc(Br)cc3)CC2)c(C)c1	8.0%
COc1cc(/C=C2\C=C(c3ccc(Cl)cc3)OC2=O)cc(Br)c1OC	4.0%
Cc1ccc(OCC(=O)NCCCN2CCOCC2)c(Br)c1	15.0%

Next part.
molecule	RNase H inhibition
Cc1nnc(NC(=O)CN2C(=O)c3ccccc3C2=O)s1	7.0%
CCN(CC)c1ccc(/C=C2\C(=O)N(c3nc(-c4ccccc4O)cs3)N=C2C)cc1	8.0%
Cc1cccc(NC(=O)CC2SC(N)=NC2=O)c1C (stereo unspecified)	10.0%
COc1ccc(/C=N\NC(=O)c2ccc([N+](=O)[O-])cc2)cc1[N+](=O)[O-]	9.0%
CCOC(=O)C1=C(C)N=c2s/c(=C\c3ccc(O)c(OC)c3)c(=O)n2C1c1ccc(OC)cc1 (stereo unspecified)	14.0%
Cc1ccnc(Nc2nc(-c3sc(C)nc3C)cs2)c1	9.0%
CC1=NN(c2cccc(C(=O)O)c2)C(=O)/C1=C\c1ccco1	8.0%
COc1cccc(C(=O)NNC(=O)CCC(=O)O)c1	0.0%
CN1CCN(C(=S)SCC(=O)N2CCCc3ccccc32)CC1	0.0%
COC(=O)c1ccccc1-c1ccc(/C=C2\C(=O)NC(=O)N(CCc3ccccc3)C2=O)o1	26.0%

Four structures already listed, arranged by heavy-atom count, smallest number first.
molecule	RNase H inhibition
Cc1cccc(NC(=O)CC2SC(N)=NC2=O)c1C (stereo unspecified)	10.0%
Cc1ccnc(Nc2nc(-c3sc(C)nc3C)cs2)c1	9.0%
CCN(CC)c1ccc(/C=C2\C(=O)N(c3nc(-c4ccccc4O)cs3)N=C2C)cc1	8.0%
CCOC(=O)C1=C(C)N=c2s/c(=C\c3ccc(O)c(OC)c3)c(=O)n2C1c1ccc(OC)cc1 (stereo unspecified)	14.0%

A portion taken from the entries so far:
molecule	RNase H inhibition
Cc1nnc(NC(=O)CN2C(=O)c3ccccc3C2=O)s1	7.0%
CCN(CC)c1ccc(/C=C2\C(=O)N(c3nc(-c4ccccc4O)cs3)N=C2C)cc1	8.0%
Cc1cccc(NC(=O)CC2SC(N)=NC2=O)c1C (stereo unspecified)	10.0%

Other entries
molecule	RNase H inhibition
CCCCCC(=O)N/N=C/c1ccccc1	8.0%
Nc1ncn(C23CC4CC(CC(C4)C2)C3)n1	10.0%
COc1ccc(CCNC(=O)C(Cl)Cl)cc1	0.0%
Cc1ccc2nc(-c3ccc(C)c(NC(=O)c4cccc([N+](=O)[O-])c4C)c3)oc2c1	15.0%
COc1ccc(CN2CCN(c3ccccn3)CC2)c(OC)c1	5.0%
CC(C)Oc1ccc(C(=O)Nc2nc(-c3ccc(F)cc3F)cs2)cc1	11.0%
O=C(Nc1ccccc1Cl)c1cccc(NC(=O)c2cccs2)c1	8.0%
Cc1cc(C(=O)/C=C/c2ccc(N(C)C)cc2)ccc1[N+](=O)[O-]	3.0%
CSCCC(C(=O)O)N1C(=O)NC2NC(=O)NC21 (stereo unspecified)	0.0%
COC(=O)c1cc(-c2ccccc2)n(-c2ccccc2)n1	2.0%
CCOc1cc(C2C(C(=O)OC)=C(C)NC3=C2C(=O)CC(c2ccc(OC)cc2)C3)cc(Cl)c1O (stereo unspecified)	12.0%
O=S(=O)(O)c1cccc(NN=Nc2ccc(Br)cc2)c1	13.0%
CC(=O)Nc1ccc(/C=C(/C#N)C(=O)N/N=C/c2ccc(NC(C)=O)cc2)cc1	28.0%
O=C1NC(=O)N(c2ccccc2F)C(=O)/C1=C\c1ccc(-c2ccc(Cl)c([N+](=O)[O-])c2)o1	28.0%
CCOC(=O)c1ccc[n+](C(C)C(=O)c2ccc(-c3ccccc3)cc2)c1 (stereo unspecified)	7.0%
Cc1c(NC(=O)c2nn3c(c2Cl)NC(c2ccc(Cl)cc2)CC3C(F)(F)F)c(=O)n(-c2ccccc2)n1C (stereo unspecified)	10.0%
CC(C)c1cc(C=O)cc(C(C)C)c1O	0.0%
Cc1cc(NC(=O)c2ccc(-c3cccc(Cl)c3)o2)ccc1NC(=O)c1ccco1	14.0%
CC(C)CC(C(=O)Nc1cccc(Cl)c1)N1C(=O)c2ccccc2C1=O (stereo unspecified)	5.0%
Cc1ccc(C)c(OCCOc2cccc(/C=C3\SC(N)=NC3=O)c2)c1	43.0%
COc1cc(/C=C2\C(=O)NN(c3ccccc3)C2=O)ccc1OCCOc1cc(C)cc(C)c1	21.0%
Cc1cc(C)nc(/N=C(/N)Nc2ccccc2C(F)(F)F)n1	3.0%
COc1ccc(/C=N/Nc2nn[nH]n2)c(OC)c1	0.0%
CCOC(=O)C1=C(C)N=c2s/c(=C/c3ccc4c(c3)n(C)c(=O)n4C)c(=O)n2C1c1ccccc1 (stereo unspecified)	10.0%
NS(=O)(=O)c1ccc(CCNC(=O)c2cccc(C#CC3(O)CCCCC3)c2)cc1	0.0%
COc1cc(/C=C(\C#N)c2nc3ccccc3[nH]2)c(Br)cc1O	38.0%
Cc1ccc2oc(-c3ccc(NC(=S)NC(=O)c4cccc(Br)c4)cc3)nc2c1	2.0%
Cc1ccc(N(CC(=O)N/N=C/c2cccnc2)S(=O)(=O)c2ccccc2)cc1	8.0%
CC1=NN(c2cccc(C(F)(F)F)c2)C(=O)/C1=C/c1cccs1	3.0%
CN(C)Cc1cc(C(C)(C)c2cc(CN(C)C)c(O)c(CN(C)C)c2)cc(CN(C)C)c1O	5.0%

Structural class, the entries above with an NH in an aromatic ring.
molecule	RNase H inhibition
Cc1cc(=O)[nH]c(N/N=C/c2ccc(O)cc2)n1	2.0%
COc1ccc(/C=N/Nc2nn[nH]n2)c(OC)c1	0.0%
COc1cc(/C=C(\C#N)c2nc3ccccc3[nH]2)c(Br)cc1O	38.0%

The results go on.
molecule	RNase H inhibition
O=C(NC(NC(=O)c1ccccc1)c1cccc(Oc2ccccc2)c1)c1ccccc1	25.0%
COc1ccc(CCNC(=O)NCCCCCCNC(=O)NCCc2ccc(OC)cc2)cc1	1.0%
O=c1[nH]c(=O)n(Cc2ccc(F)cc2)c(O)c1/C=C1\C=Nc2ccccc21	3.0%
O=C(CCc1ccccc1)Nc1sc2c(c1C(=O)O)CCCC2	4.0%
Cc1ccc(C)c(C(O)(c2ccccc2)c2cnc(C(C)C)n2C)c1 (stereo unspecified)	19.0%
CC(C)COc1ccc(C(=O)Nc2ccc(N3CCOCC3)cc2)cc1	4.0%
Cc1cc(C)cc(NC(=O)COc2cccc(Cl)c2)c1	12.0%

From PubChem BioAssay
